# Shn3 inh set2 – reduction of Shn3 3'UTR firefly luciferase signal, primary screen, Schnurri-3 inhibitor project, cell-based, Clone20 osteoblasts, set 2 | Clone20 osteoblast Shn3 3'UTR firefly luciferase, 24 h | inhibition, % at 12.5 µM | 0.52% of 360,000 active | AID 588674, 2011;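 active means mean inhibition of at least 75% with every replicate also reaching 75%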;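 further: 0% = median of neutral control wells and 100% = pilot-screen positive control compound; some compounds past the cut are filed as inactive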
# KKLEB tox – cytotoxicity in KKLEB CF airway cells, primary screen, cytotoxicity control for CF NF-kB inhibitor project, cell-based, uHTS, fluorescence assay plates; activity change (cytotoxicity), % at 5 µM; KKLEB CF airway cells viability, ATPlite luminescence, overnight; hits give low values; cells stimulated with P. aeruginosa culture filtrate; 0.36% of 360,000 active;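 active means corrected activity change at or below -50% at 5 µM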
# CF NFkB block – inhibitors of PAF-induced NF-kB signaling, primary screen, cell-based, GFP fluorescence, uHTS; KKLEB NF-kB-GFP reporter, GFP fluorescence overnight; inhibition, % at 5 µM; 0.86% of 360,000 active;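 active means at least 50% inhibition at 5 µM, scaled per plate between neutral and stimulator controls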;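 further: PAF is a Pseudomonas aeruginosa culture filtrate used as stimulus; plate controls were PAF-stimulated DMSO wells for no effect and unstimulated DMSO wells for full effect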
# TROY signal inh – inhibitors of TROY-driven NF-kB signaling, primary screen, Q293 LMP1-TROYcd cells, NF-kB luciferase, uHTS. Q293 LMP1-TROYcd NF-kB luciferase reporter, 4 h. inhibition, % at 10 µM. 0.98% of 360,000 active. AID 1347056, 2019;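 active means compounds whose plate-normalised and pattern-corrected inhibition of the luciferase reporter signal at the single screening dose is 50% or more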
# TWEAK Fn14 block – inhibitors of TWEAK-Fn14 signaling, primary screen, luciferase reporter cells, uHTS | AID 1159606, 2016 | 2% of 360,000 active | inhibition, % at 10 µM | TWEAK-stimulated Fn14 reporter cells, luciferase luminescence, 8 h; in the data active means inhibition above about 50%
# NR5A2 inv ag – LRH-1 (NR5A2) inverse agonists, primary screen, cell-based, luminescence, HEK293T, StAR-luciferase reporter; LRH-1 transfected, 24 h; inhibition, % at 3.6 µM; 0.13% of 360,000 active; AID 602396, 2012;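 active means inhibition above the mean inhibition of all tested compounds plus 3 SD, cut at about 73% in these data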;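 further: 0% = DMSO wells and 100% = reporter-only cells lacking LRH-1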
# Target sequence (O00482 whole entry, looked up): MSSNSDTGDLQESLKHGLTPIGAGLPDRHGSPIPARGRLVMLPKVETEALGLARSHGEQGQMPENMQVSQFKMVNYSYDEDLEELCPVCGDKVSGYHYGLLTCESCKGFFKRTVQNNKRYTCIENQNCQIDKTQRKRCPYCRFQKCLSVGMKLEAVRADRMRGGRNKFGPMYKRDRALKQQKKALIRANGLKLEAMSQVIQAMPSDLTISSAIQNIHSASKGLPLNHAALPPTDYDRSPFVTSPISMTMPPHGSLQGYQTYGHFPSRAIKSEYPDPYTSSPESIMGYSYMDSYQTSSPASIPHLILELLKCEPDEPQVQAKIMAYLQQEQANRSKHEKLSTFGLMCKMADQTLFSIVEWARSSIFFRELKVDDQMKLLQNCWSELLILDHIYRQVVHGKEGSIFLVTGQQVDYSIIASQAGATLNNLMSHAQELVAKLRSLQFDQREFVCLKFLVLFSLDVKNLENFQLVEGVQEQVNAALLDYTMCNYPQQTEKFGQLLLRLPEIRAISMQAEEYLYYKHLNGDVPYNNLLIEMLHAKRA
# SRC1 inh – SRC1 coactivator transcriptional activity inhibitors, primary screen, cell-based, luminescence; HEK293 GAL4-SRC1 luciferase reporter; inhibition, % at 3.6 µM; Nuclear receptor coactivator 1 (Homo sapiens), Q15788; 0.12% of 360,000 active;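 active means inhibition above the campaign mean plus 3 SD, with each screening campaign given its own cutoff, cut at about 60% in these data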;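 further: 0% = DMSO treated cells and 100% = gossypol at 36 µM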
# C8 TRAIL sens – viability loss with TRAIL in NB7+C8 cells, primary screen, TRAIL sensitizer project, cell-based, ATPlite luminescence; inhibition (viability loss, TRAIL sensitization), % at 10 µM; AID 624354, 2012; 1% of 360,000 active;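 active means compounds causing at least 50% loss of cell viability in the single-dose screen, relative to plate controls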
# EBV LMP1 NFkB – EBV LMP1-driven NF-kappaB luciferase reporter inhibitors, primary screen, cell-based, luminescence, single point. LMP1-induced NF-kappaB luciferase reporter cells. inhibition, % at 12.5 µM. 0.69% of 350,000 active; in the data active means inhibition above about 41%;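 further: 0% = neutral control wells and 100% = reference inhibitor control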
# SRC3 inh – SRC3 coactivator transcriptional activity inhibitors, primary screen, cell-based, luminescence; HEK293 GAL4-SRC3 luciferase reporter; Nuclear receptor coactivator 3 (Homo sapiens), Q9Y6Q9; AID 588352, 2011; inhibition, % at 3.6 µM; 0.17% of 360,000 active;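 active means inhibition above a per-campaign cutoff, the mean of all compounds plus 3 SD, cut at about 60% in these data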;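 further: 0% = DMSO-treated cells and 100% = gossypol-treated cells at 36 µM; higher means less SRC3-driven luciferase light from the GAL4 reporter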
# COUP-TFII inh – NR2F2 transcriptional activity inhibitors, primary screen, cell-based, luciferase reporter, HEK293T, luminescence; COUP transcription factor 2 (Homo sapiens), P24468; HEK293T NGFI-A luciferase reporter; inhibition, % at 8.6 µM; 0.7% of 370,000 active; AID 686940, 2013;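 active means inhibition above a per-plate cutoff, mean inhibition of test wells between control levels plus 3 SD, cut at about 38% in these data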;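 further: cells cotransfected with COUP-TFII expression vector driving the NGFI-A reporter; 0% = median of COUP-TF2 test wells and 100% = reporter-only cells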
# Target sequence (P24468 whole entry, looked up): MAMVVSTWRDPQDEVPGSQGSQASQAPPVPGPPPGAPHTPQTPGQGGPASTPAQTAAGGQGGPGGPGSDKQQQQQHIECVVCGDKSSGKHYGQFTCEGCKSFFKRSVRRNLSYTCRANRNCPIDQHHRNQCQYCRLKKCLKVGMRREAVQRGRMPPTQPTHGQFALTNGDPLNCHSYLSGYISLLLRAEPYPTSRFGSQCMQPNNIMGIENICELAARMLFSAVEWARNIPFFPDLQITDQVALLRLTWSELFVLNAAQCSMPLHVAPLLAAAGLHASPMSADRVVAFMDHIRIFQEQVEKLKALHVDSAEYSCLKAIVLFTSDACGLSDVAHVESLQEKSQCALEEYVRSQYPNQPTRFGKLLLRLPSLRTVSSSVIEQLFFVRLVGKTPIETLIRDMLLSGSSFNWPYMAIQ
# An asterisk follows results filed as active; . = not tested or not shown.
SMILES,Shn3 inh set2,KKLEB tox,CF NFkB block,TROY signal inh,TWEAK Fn14 block,NR5A2 inv ag,SRC1 inh,C8 TRAIL sens,EBV LMP1 NFkB,SRC3 inh,COUP-TFII inh
CC(=O)N1N=C(c2ccncc2)CC1c1ccccc1O (stereo not drawn),-30,25,-14,-2,-9,13,-15,-12,-5,11,19
COc1ccc(N2CCN(c3ccc([N+](=O)[O-])cc3Cl)CC2)cc1,30,5,-9,10,4,2,17,-9,-21,13,7
CC[N+](C)(CC)CCOC(=O)C1c2ccccc2Oc2ccccc21,-7,3,9,-3,1,10,-12,2,4,6,-29
Cc1noc(C)c1CSCC(=O)N(C)CC(=O)Nc1ccccc1C(F)(F)F,-28,1,2,-1,4,12,-1,-7,-1,-1,3
COc1cc(C(=O)Nc2ccc(NC(=O)c3ccccc3Cl)nc2)cc(OC)c1OC,4,-4,-2,-17,4,-9,-6,-8,-2,-3,-23
CCCCNC(=O)CCn1c(=O)c2ccccc2n(Cc2cc(C)ccc2C)c1=O,11,7,12,6,-4,-5,-6,28,-23,25,1
COc1ccccc1N1CCN(C(=O)CCCCCn2c(=S)[nH]c3cc4c(cc3c2=O)OCO4)CC1,6,7,-16,13,11,-14,1,19,11,-38,-5
Cc1ccc(CN(C(=O)c2cc(=O)c3cc(Cl)c(C)cc3o2)C2CCS(=O)(=O)C2)cc1 (stereo not drawn),5,-10,18,5,-11,-33,-5,9,-13,1,-12
CCCN(Cc1cc2cc(OC)ccc2[nH]c1=O)C(=O)c1ccco1,8,1,-2,13,-8,25,-14,5,-17,7,-10
CCCCCN1N=C(C)CC1=O,3,-1,12,1,8,7,-3,-4,-4,4,25

# Reformatted tab-delimited: part of the list above.
SMILES	Shn3 inh set2	KKLEB tox	CF NFkB block	TROY signal inh	TWEAK Fn14 block	NR5A2 inv ag	SRC1 inh	C8 TRAIL sens	EBV LMP1 NFkB	SRC3 inh	COUP-TFII inh
Cc1noc(C)c1CSCC(=O)N(C)CC(=O)Nc1ccccc1C(F)(F)F	-28	1	2	-1	4	12	-1	-7	-1	-1	3
CC[N+](C)(CC)CCOC(=O)C1c2ccccc2Oc2ccccc21	-7	3	9	-3	1	10	-12	2	4	6	-29
COc1ccc(N2CCN(c3ccc([N+](=O)[O-])cc3Cl)CC2)cc1	30	5	-9	10	4	2	17	-9	-21	13	7
CCCCCN1N=C(C)CC1=O	3	-1	12	1	8	7	-3	-4	-4	4	25

# (cont.)
SMILES,Shn3 inh set2,KKLEB tox,CF NFkB block,TROY signal inh,TWEAK Fn14 block,NR5A2 inv ag,SRC1 inh,C8 TRAIL sens,EBV LMP1 NFkB,SRC3 inh,COUP-TFII inh
COc1ccccc1CN(C)CC(=O)NC1CCCc2ccccc21 (stereo not drawn),-15,2,5,11,-18,-6,-7,-9,-1,11,12
COCCC(=O)N1CCC(Oc2ccc(C(=O)NCCc3ccccn3)cc2)CC1,9,13,-6,13,4,4,16,-7,15,-12,-1
CC1Cc2ccccc2N1C(=S)Nc1ccc(S(N)(=O)=O)cc1 (stereo not drawn),30,5,10,8,32,-9,-17,7,1,16,11
CCCCNC(=S)NNC(=O)C1=NN(c2cc(C)ccc2C)C(=O)CC1,-15,2,3,5,20,20,-3,-10,-1,5,3
CCN(CC)C(=O)CN1C(=O)c2cccc3cccc1c23,4,6,6,3,1,-16,-4,-9,1,-6,1
COc1ccc(C(=O)N=C2SC3CS(=O)(=O)CC3N2c2ccccc2)cc1OC (stereo not drawn),9,-8,7,7,-2,-9,-2,1,10,-12,17
CCOCCCNC(=O)Cn1nc(-c2ccc(OC)c(OC)c2)ccc1=O,15,-10,14,2,7,10,3,-8,5,-3,6
Cc1c2cnn(CC(=O)O)c(=O)c2c(C)n1Cc1ccccc1,-26,9,-7,-4,13,-7,-5,-11,-7,9,4
Cn1c(N2CCOCC2)nc(-c2ccccc2)c1-c1ccccc1,9,-12,13,0,12,2,-28,2,-7,7,7
CCCn1c(C(CO)Nc2nc(C)cs2)nc2ccccc21 (stereo not drawn),-4,-4,10,-9,-25,-16,0,18,9,-24,14
CCCNS(=O)(=O)c1cc(CN2C(=O)c3cccnc3C2=O)ccc1OC,-15,-9,10,-2,11,4,-6,8,-3,11,-22
COC(=O)c1ccccc1NC(=O)CSc1nc(-c2ccco2)cc(C(F)(F)F)n1,-3,-16,35,6,5,8,-29,0,19,-4,-8
Cc1cc(-c2ccc(S(=O)(=O)N3CCN(c4ccc(F)cc4)CC3)s2)on1,-2,3,1,13,-37,-14,-30,10,-3,-6,9
O=C(CNC(=O)c1ccccc1)OCc1nc2ccccc2s1,-20,6,-13,23,3,-101,-46,4,-22,-72,-24
COc1ccc(NC(=O)Cc2nnc(SCC(=O)Nc3ccc(F)cc3)n2C)cc1,-8,1,-8,-37,-4,-17,6,2,1,10,8
O=C(NC1CCCCC1)/C(=N\O)c1ccccn1,-31,5,-12,-16,4,9,2,-6,-15,16,0
CN(C(=O)COc1cc(C(F)(F)F)nn1C)c1ccccc1,7,16,-24,5,14,-9,7,-4,-11,0,5
Cc1ccc(Sc2nc([N+](=O)[O-])nn2C)cc1,8,-2,4,10,7,-26,-12,8,-1,20,-16
COc1ccc(NC(=O)CC2SC(N3CCCC3)=NC2=O)cc1Cl (stereo not drawn),-3,-16,1,6,-8,-2,-10,-10,3,9,4
O=C(CCCOc1ccc(Cl)cc1)NC1CCCCC1,6,-2,2,8,-17,-27,-9,-26,2,-3,-1
Cn1c(SCC(=O)Nc2ccc(F)cc2)nnc1-c1cccnc1,-14,16,-3,-5,-5,-15,-29,6,-7,-31,3
O=C(NCCc1ccc(Cl)cc1)C1CCC(=O)N1Cc1ccccc1Cl (stereo not drawn),1,-5,-2,8,-17,12,3,-3,-1,18,-19
Cc1ccc(C(CC(=O)N2CCOCC2)c2ccco2)cc1 (stereo not drawn),3,-6,0,-16,-8,-2,-5,-14,-2,-9,10
CCCCN(CC)C(=O)Cn1c(=O)sc2ccccc21,9,-3,-1,-4,14,16,3,23,-3,16,-15
O=C(CN1CCN(S(=O)(=O)c2cccc(F)c2)CC1)Nc1ccnn1C1CCCC1,-3,3,-16,16,12,-1,6,6,-1,-7,7
Cc1nc(S(=O)(=O)Cc2ccccc2Cl)nc2c1CCC2,-16,2,1,-20,-24,15,-11,-7,3,9,-2
COC(=O)c1ccc(CSc2nc3c(c(=O)n2-c2ccccc2)SCC3)o1,14,-4,13,-18,-5,20,-9,-4,-5,-10,-4
CC(OC(=O)CN1C(=O)c2ccccc2C1=O)C(=O)NC1CCCCC1 (stereo not drawn),7,2,-4,4,9,-3,4,16,-6,-5,-12
Cc1cccc(/C(N)=N/OC(=O)N2CCOCC2)c1,-9,-4,-38,-43,-1,21,-31,-12,-21,-4,-10
Nc1cc(OC(=O)c2ccc(F)cc2)nn1S(=O)(=O)c1ccccc1,4,0,5,30,1,9,1,9,-10,3,-30
O=C(O)c1ccc(Cl)cc1NC(=O)C1CCN(S(=O)(=O)c2cccs2)CC1,-7,30,-11,-1,-12,-6,-18,-11,-2,-12,-1
O=C1c2c(O)cc(O)cc2O[C@@]12c1c(cc(O)c3c1O[C@H](c1ccc(O)cc1)[C@@H](O)C3)O[C@@H]2c1ccc(O)cc1,3,8,-33,0,-18,-20,-15,-8,-2,9,-2
Cc1sc2ncn(CC(=O)Nc3c(F)cccc3F)c(=O)c2c1S(=O)(=O)N1CCC(C)CC1,10,0,-12,-22,-2,-4,-2,-2,-8,-4,5
CCOC(=O)C1(Cc2ccccc2C(F)(F)F)CCN(C2CCN(C(C)C)CC2)CC1,6,-16,17,14,3,12,-1,5,-32,16,-4
C=CCS(=O)(=O)N1CCCC(N(C)CCc2ccc(OC)c(OC)c2)C1 (stereo not drawn),-8,-10,-15,-7,-21,-13,6,-5,5,-2,6
Oc1ccc(/C=N/NC(=S)NCC2CCCO2)cc1 (stereo not drawn),-11,3,4,8,-7,-14,-20,0,-4,-21,-31
O=C(Nc1ccc(Cl)cc1)Nc1ccc(C(=O)N2CCOCC2)cc1,-8,-24,25,-13,79*,-3,-17,-12,15,16,6
COc1ccc(C2=NS(=O)(=O)N(C)C(C(=O)NC3CCCC3)=C2)cc1,2,7,0,8,-10,2,-1,1,-5,7,-7
COc1cccc2c1cc1c(=O)n(CC(=O)NCCCN3CCN(C)CC3)nc(C)n12,1,6,-11,-9,6,13,-11,-3,1,-19,-14
O=C(NNC(=S)Nc1ccccc1C(F)(F)F)c1cccnc1,1,2,17,-10,13,-14,-3,-2,-11,5,8
COc1ccc(N(C(=O)Cn2nnc(-c3ccc(F)cc3)n2)C(C)C(=O)NC2CCCC2)cc1OC (stereo not drawn),21,7,-5,-24,2,10,8,-5,-4,-5,-5
COc1ccc(C(=O)/C=C/c2ccc(OC)cc2OC)c(O)c1,-131,2,3,-61,-7,-6,-22,16,-13,-26,-8
COCCN1C(=O)/C(=C/c2ccc(Oc3ccc([N+](=O)[O-])cn3)c(OC)c2)SC1=Nc1ccccc1,-22,-12,-7,7,-12,24,1,-6,12,6,10
CCN(CC(=O)Nc1cccc(C(C)=O)c1)S(=O)(=O)c1ccccc1,4,-1,-24,14,5,3,3,-1,-2,12,-8
COc1ccc(/C=N/NC(=O)c2cccc(NC(=O)c3ccccc3Cl)c2)cc1,-41,-4,9,-25,-57,-39,2,41,-19,-6,-25
CC(NC(=O)CCN1C(=O)c2ccccc2S1(=O)=O)c1ccccc1 (stereo not drawn),-2,-2,-1,-21,7,-1,9,6,-5,-11,8
Cc1oc(-c2ccccc2Cl)nc1CSCC(=O)N1CCCC1,-15,13,-4,-5,12,-16,-2,19,6,25,-70
CCc1nc(NCc2cccs2)c2nnn(Cc3ccccc3)c2n1,10,0,13,-3,-1,-16,-4,4,-18,-4,-3
COc1ccc(OCc2cc(C(=O)NCC(C)(C)N3CCOCC3)no2)c(Cl)c1,-6,-8,2,-5,-10,15,0,8,-1,13,0
Cc1ccnc(NC(=O)CCC(=O)N(CC(=O)NCc2ccc(F)cc2)Cc2ccccc2)c1,-9,-10,28,-23,-11,15,-1,-26,-8,10,.
CN(CC(=O)Nc1cccc(F)c1)C(=O)COc1cccc2c1OC(C)(C)C2,8,0,-26,-38,3,-6,-20,-29,1,3,-6
COc1cc(C(=S)N2CCCCC2)ccc1O,-4,4,7,-7,2,13,-9,1,2,8,0
Brc1ccc(-c2nnc3sc(CNCc4ccc5c(c4)OCO5)cn23)cc1,-6,4,-19,16,-9,30,15,20,-2,12,4

# The list is partial; rates above refer to the full screens.
